# PvdQ inh – P. aeruginosa PvdQ acylase inhibition | purified PvdQ acylase, fluorescence plate reader | inhibition, % at 10 µM | 340,000 tested, 0.063% active; in the data active = inhibition above about 30%, passing the limit was not always enough;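 note: 0% = vehicle neutral wells and 100% = reference inhibitor wells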
# cardiac RTF act – increases calcium sensitivity of human cardiac regulated thin filaments | IANBD-labeled TnC RTF fluorescence at EC20 calcium; 0% EC20 calcium, 100% full calcium | activation, % at 7.2 µM | 340,000 tested, 0.24% active | AID 493008;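 active = activation above the mean over all tested compounds plus 3 SD, cut at about 30% in these data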;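 note: rise in fluorescence read as greater calcium sensitivity of cardiac thin filaments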
# Keap1 Nrf2 FP – inhibitors of human Keap1-Nrf2 protein-protein interaction; Q14145; Keap1 Kelch-Nrf2 peptide fluorescence polarization, 1536-well; inhibition, % at 9.4 µM; 340,000 tested, 0.15% active; AID 504523; in the data active = inhibition above about 12%;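 note: human Keap1 Kelch domain with fluorescein labeled Nrf2 9mer peptide probe; 0% = neutral control wells and 100% = peptide positive control; higher means more block of Keap1 binding to Nrf2 peptide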
# SUMO Mot1 rescue – SUMOylation pathway inhibition by Mot1-301 growth rescue | S. cerevisiae Mot1-301 growth rescue, ATP luminescence, 38.5C; percent above DMSO median, 100 means doubled | growth rescue, % at 18.8 µM | AID 2716 | 320,000 tested, 1% active;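 active = every valid replicate shows activation above 250% relative to neutral control wells; inactive = the rest, any valid replicate at or below 250%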;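 note: OY570 slx delta 5 strain wells were the positive control but not used for scaling; some compounds called inactive have numbers as strong as hits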
# CDK5 p35 inh – blocks human CDK5/p35 kinase activity | Q00535+Q15078 | Recombinant CDK5/p35, ADP-Glo luminescence, 60 min | inhibition, % at 10 µM | 330,000 tested, 0.01% active;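 active = highest replicate inhibition of at least 50% and at least 75% of replicates reaching 50%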;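 note: plate controls were DMSO neutral control for no effect and GW8510 at 10 µM for full effect; many of its hits are not listed in these tables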
# C-LANA FP – blocks KSHV LANA C-terminal domain binding to DNA; MBP-C-LANA/FAM-LBS DNA binding, fluorescence polarization; inhibition, % at 9 µM; 340,000 tested, 0.078% active; AID 504423;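 active = highest replicate inhibition at or above 60% at 9 µM, even if other replicates fall short; inactive = all replicates below 60% inhibition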;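 note: 0% = neutral control wells and 100% = 4 µM acridine orange control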
# dFosB activator – enhances mouse delta FosB homodimer DNA binding; purified delta FosB, TAMRA-CDK5 oligo fluorescence polarization; percent of positive-control signal above neutral wells; AID 493131; activation, % at 25 µM; P13346; 340,000 tested, 0.99% active;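 active = mean activation above about 17%, with every replicate also reaching it, limit read from the data, passing the limit was not always enough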;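 note: fluorescence polarization rise as delta FosB binds a TAMRA Cdk5 AP-1 oligo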
# Rtt109 Vps75 – C. albicans Rtt109 histone acetyltransferase inhibition. purified Rtt109/Vps75, ThioGlo CoA-SH fluorescence, 4 h. inhibition, % at 34.9 µM. 330,000 tested, 0.16% active. AID 540336;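 active = inhibition of at least 50% in every replicate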
# Cardiac RTF inh – cardiac RTF calcium desensitization; P19429+P45379; AID 493244; inhibition, % at 7.15 µM; IANBD-labeled cardiac RTF, Ca2+ fluorescence; 340,000 tested, 0.12% active;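 active = inhibition above the mean inhibition of all tested compounds plus 3 SD, cut at about 17% in these data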;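 note: assay run at fixed EC70 calcium of 1.6 mM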
# PfHsp90 yeast 2 – growth inhibition of yeast expressing Plasmodium Hsp90. 310,000 tested, 0.32% active. S. cerevisiae expressing PfHsp90, BacTiter-Glo ATP, 48 h; yeast lacking PDR1 and PDR3 efflux regulators. inhibition, % at 9.4 µM;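 active = every replicate shows inhibition above about 80%, whatever the replicate mean, limit read from the data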;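 note: 0% = DMSO neutral controls and 100% = 20 µM radicicol positive controls; yeast relying on Plasmodium falciparum Hsp90 in place of its own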
# NSD2 HMT inh – blocks human histone methyltransferase NSD2; O96028; NSD2 peptide methylation, AlphaScreen, 120 min; inhibition, % at 12.5 µM; 310,000 tested, 0.54% active; in the data active = inhibition above about 50%
# Target sequence (O96028 whole entry, looked up): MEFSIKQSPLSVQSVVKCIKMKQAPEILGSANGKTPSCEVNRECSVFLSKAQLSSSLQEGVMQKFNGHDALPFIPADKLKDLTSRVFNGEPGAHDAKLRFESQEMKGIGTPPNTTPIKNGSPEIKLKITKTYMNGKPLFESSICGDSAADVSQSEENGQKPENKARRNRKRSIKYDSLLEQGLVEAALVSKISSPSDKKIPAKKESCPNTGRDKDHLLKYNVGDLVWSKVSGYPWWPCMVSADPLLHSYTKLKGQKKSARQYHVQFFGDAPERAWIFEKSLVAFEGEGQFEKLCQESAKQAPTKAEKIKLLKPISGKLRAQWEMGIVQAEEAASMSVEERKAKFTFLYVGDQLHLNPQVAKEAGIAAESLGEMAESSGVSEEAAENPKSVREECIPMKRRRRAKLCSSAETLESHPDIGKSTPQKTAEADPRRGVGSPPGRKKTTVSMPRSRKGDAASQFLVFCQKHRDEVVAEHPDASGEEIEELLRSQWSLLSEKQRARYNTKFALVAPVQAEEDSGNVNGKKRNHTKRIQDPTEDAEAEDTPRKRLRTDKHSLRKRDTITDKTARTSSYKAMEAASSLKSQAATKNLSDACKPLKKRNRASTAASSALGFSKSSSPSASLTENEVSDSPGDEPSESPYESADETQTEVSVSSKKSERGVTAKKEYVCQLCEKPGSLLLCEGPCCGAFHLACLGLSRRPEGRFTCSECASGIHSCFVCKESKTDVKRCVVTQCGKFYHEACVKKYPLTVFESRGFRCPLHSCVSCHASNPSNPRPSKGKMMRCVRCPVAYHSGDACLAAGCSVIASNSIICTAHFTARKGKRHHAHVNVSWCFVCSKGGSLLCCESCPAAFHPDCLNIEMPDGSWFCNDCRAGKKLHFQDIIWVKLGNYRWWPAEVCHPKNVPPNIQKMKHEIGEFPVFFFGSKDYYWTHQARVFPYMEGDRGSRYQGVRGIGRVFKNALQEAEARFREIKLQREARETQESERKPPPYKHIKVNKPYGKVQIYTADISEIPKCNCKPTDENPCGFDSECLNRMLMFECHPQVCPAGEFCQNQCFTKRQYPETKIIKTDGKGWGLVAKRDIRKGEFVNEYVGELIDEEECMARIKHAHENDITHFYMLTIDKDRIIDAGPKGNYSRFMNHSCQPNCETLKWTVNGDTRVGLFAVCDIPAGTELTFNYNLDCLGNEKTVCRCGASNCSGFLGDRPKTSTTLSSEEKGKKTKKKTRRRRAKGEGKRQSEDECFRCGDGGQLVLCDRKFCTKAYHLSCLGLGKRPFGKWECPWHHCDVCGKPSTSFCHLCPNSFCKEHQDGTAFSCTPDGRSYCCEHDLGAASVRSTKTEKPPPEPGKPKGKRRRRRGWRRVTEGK
# * = called active by the depositor; . = not tested or not shown.
Compound	PvdQ inh	cardiac RTF act	Keap1 Nrf2 FP	SUMO Mot1 rescue	CDK5 p35 inh	C-LANA FP	dFosB activator	Rtt109 Vps75	Cardiac RTF inh	PfHsp90 yeast 2	NSD2 HMT inh
O=C(OCn1nnc2ccccc2c1=O)c1ccc(S(=O)(=O)N2CCOCC2)cc1	-9.2	0.6	-0.1	-0.6	-0.1	-0.1	-10.1	10.0	-4.2	-21.2	.
CCC(c1nnnn1CCC(C)C)N1CCC(C(N)=O)CC1 (configuration not stated)	-15.0	8.9	-1.4	-11.0	0.2	-1.6	-0.7	-6.5	-3.4	-7.8	-2.9
O=C(NCc1ccccc1Cl)C1CCCN1C(=O)NCc1ccccc1 (configuration not stated)	-10.8	4.2	-5.6	-9.1	-4.0	-1.9	0.9	-4.8	-3.5	9.6	-0.3
CC(OC(=O)c1cccc(-n2cnnn2)c1)C(=O)Nc1ccc(F)cc1 (configuration not stated)	7.0	-6.7	-0.5	146.6	1.4	0.0	-0.8	6.5	-3.6	5.9	-0.7
CC1CN(C(=O)Cn2cc(SCC(=O)N3CCOCC3)c3ccccc32)CC(C)O1 (configuration not stated)	-4.8	-3.0	-6.6	-9.4	0.0	-1.1	3.2	-23.5	-2.9	13.4	-4.0
Cc1cc(C)cc(NC(=O)CN2C(=O)NC(Cc3c[nH]c4ccccc34)C2=O)c1 (configuration not stated)	-4.5	-5.7	3.6	-6.6	-0.5	1.0	-9.9	-0.3	-1.4	3.8	1.4
O=C(O)CCCCN1C(=O)/C(=C\c2ccc(OCc3ccccc3)c(OCc3ccccc3)c2)SC1=S	-0.3	3.3	1.4	24.7	-1.7	2.0	-17.4	5.2	-1.4	-14.5	6.1
O=C(c1cccc(Cl)c1)N1CCC2CC1c1cc(N3CCOCC3)ccc12 (configuration not stated)	-14.5	-4.7	-6.3	.	1.0	2.0	-5.6	-5.7	-1.1	-15.9	.
COc1ccc(C(=O)Nc2ccccc2NC(=O)c2ccco2)c(OC)c1	4.4	-4.2	-1.9	-11.3	-0.6	-1.7	-2.0	-0.2	-1.8	0.3	-1.2
CCCc1cc(NCCCCO)n2c(nc3ccccc32)c1C#N	-8.7	0.9	-1.8	-17.8	-0.4	-0.1	-6.0	.	-4.0	.	3.4
COc1ccc(OCc2cc(C(=O)NCc3cccc(C)n3)no2)c(Cl)c1	-5.3	1.5	4.1	-6.6	0.6	0.1	-6.5	-2.0	-6.0	-3.4	-0.3
COc1cc2nc(CC(C)C)n(NC(=O)c3ccccc3)c(=O)c2cc1OC	-2.2	2.1	-0.8	9.5	1.8	0.1	-17.8	-5.6	-7.2	0.1	9.5
Cc1ccc(NC(=O)CSc2ccccc2NC(=O)c2cccc(Cl)c2)cc1Cl	-9.6	-2.5	-0.8	17.4	1.1	3.6	6.4	-5.2	2.5	-2.7	0.3
CCOc1ccc2c(c1)OC(c1ccc(C)cc1)(C(F)(F)F)NC2=O (configuration not stated)	-11.1	-6.6	2.2	-19.6	-0.9	-0.7	-15.0	1.1	-1.5	21.3	-0.6
Cc1ccc(COC(=O)NCc2cccnc2)cc1	-4.4	1.3	0.1	-11.3	1.2	0.4	-1.0	-1.4	-4.6	-10.7	-2.6
O=C1c2c(Cl)c(Cl)c(Cl)c(Cl)c2C(=O)N1c1nccs1	-6.4	-2.7	3.5	.	-0.7	-0.8	1.4	-7.9	-3.5	8.7	2.0
COc1ccc(CCNS(=O)(=O)c2cn(C)cn2)cc1OC	7.4	-1.5	3.6	6.4	-0.2	-1.3	-0.8	23.6	2.4	-0.5	0.7
NC(=O)[C@H](Cc1cc2ccccc2s1)NC(=O)[C@@H]1CC2(CC(c3cccc(NC(=O)[C@@H]4CCC(=O)N4)c3)=NO2)CN1C(=O)c1ccccc1 (some centres not stated)	-11.6	4.3	-10.2	-10.4	-0.1	1.6	-19.8	-3.3	-8.7	8.1	.
COc1cccc(C(c2sc3nc(C)nn3c2O)N2CCN(C(=O)c3ccco3)CC2)c1 (configuration not stated)	-4.1	-1.1	-3.7	0.3	1.0	0.4	-8.3	1.3	2.6	4.8	.
O=C1CC(C2CCCO2)C(=O)N1Cc1ccccc1 (configuration not stated)	10.3	-3.3	-2.7	12.7	-1.0	-2.4	0.2	23.3	-7.7	-12.7	-0.8
COc1ccc(OCC(=O)NCCNC(=O)c2cccnc2)cc1	8.3	1.5	4.9	-12.9	0.4	-1.3	-6.4	-6.1	-6.5	-61.7	-2.6
O=C(CN1C(=O)NC2(CCCc3ccccc32)C1=O)Nc1cccc(S(=O)(=O)N2CCCCC2)c1 (configuration not stated)	-10.5	-2.0	-1.5	343.8	-1.0	-0.5	-9.1	-2.0	-6.2	-31.2	1.6
COc1cc(C(C)=O)ccc1OCC(O)Cn1nc(C)c(Br)c1C (configuration not stated)	-17.1	11.3	-0.8	9.8	-0.4	1.3	-15.8	-0.4	-14.7	-6.8	-2.5
COc1cccc(CNC(=O)CCCN2C(=O)C(c3ccccc3)Oc3cccnc32)c1OC (configuration not stated)	-8.2	2.4	0.6	-2.6	0.2	-1.1	-6.9	-4.0	-16.4	-0.5	10.4
O=C(OCC(=O)N1CCN(C(=O)c2ccco2)CC1)c1ccccc1OCc1ccccc1	-7.4	7.1	-1.4	-9.5	-1.7	0.1	-14.4	7.1	5.7	14.1	1.9
Cc1cc(C)n(-c2nnc(C)n2/N=C/c2ccccc2OCc2ccccc2Cl)n1	-11.2	-0.8	-6.5	.	-0.5	-2.2	-3.0	10.6	-1.6	-3.9	3.5
Cc1ccc(OCC(=O)Nc2ccon2)c([N+](=O)[O-])c1	12.1	0.5	-1.9	-2.6	0.9	0.4	1.1	-4.3	0.7	-10.6	0.7
O=C(Nc1ccncc1)C1CCCN(S(=O)(=O)c2cccc3cccnc23)C1 (configuration not stated)	-16.0	8.2	4.7	-6.7	0.8	0.1	-3.4	-10.0	-9.2	2.7	.
C=CCSc1nc2c(c(=N)n1CC=C)C1CCCC1S2 (configuration not stated)	-7.8	-4.7	1.4	13.9	1.2	0.2	-0.1	10.9	-2.1	.	9.1
Cc1cc(C)c(C(N)=O)c(Cl)n1	-18.1	3.3	1.6	149.0	0.1	-0.5	-2.2	-2.2	-7.3	20.4	0.1

# Among those listed so far, 2 have two or more sulfur atoms.
Compound	PvdQ inh	cardiac RTF act	Keap1 Nrf2 FP	SUMO Mot1 rescue	CDK5 p35 inh	C-LANA FP	dFosB activator	Rtt109 Vps75	Cardiac RTF inh	PfHsp90 yeast 2	NSD2 HMT inh
O=C(O)CCCCN1C(=O)/C(=C\c2ccc(OCc3ccccc3)c(OCc3ccccc3)c2)SC1=S	-0.3	3.3	1.4	24.7	-1.7	2.0	-17.4	5.2	-1.4	-14.5	6.1
C=CCSc1nc2c(c(=N)n1CC=C)C1CCCC1S2 (configuration not stated)	-7.8	-4.7	1.4	13.9	1.2	0.2	-0.1	10.9	-2.1	.	9.1

# Additional entries
Compound	PvdQ inh	cardiac RTF act	Keap1 Nrf2 FP	SUMO Mot1 rescue	CDK5 p35 inh	C-LANA FP	dFosB activator	Rtt109 Vps75	Cardiac RTF inh	PfHsp90 yeast 2	NSD2 HMT inh
O=C(O)CN1C(=O)C2C3C=CC(C2C1=O)C1C(=O)N(CC(=O)O)C(=O)C31 (configuration not stated)	-11.2	9.4	-2.8	-6.2	0.3	-0.7	0.4	4.6	4.5	16.6	1.7
CN(NC(=O)Nc1ccc(Cl)cc1)c1c(Cl)c(Cl)nn1C	-6.5	-6.4	3.3	-20.8	2.2	13.3	1.7	-0.6	-3.4	-7.6	-2.9
CCN(C(=O)COC(=O)c1ccc(Cl)c(S(=O)(=O)N2CCCCC2)c1)C1CCS(=O)(=O)C1 (configuration not stated)	1.6	-5.2	-4.8	172.8	1.0	-1.8	-3.7	-0.7	-1.1	-1.8	-2.0
Cc1ccc(NC(=O)COc2ccccc2)cc1S(=O)(=O)N1CCCCCC1	27.5	-9.8	0.2	-11.0	0.2	-0.3	-11.7	13.1	-2.8	1.5	-0.1
O=C(N/N=C/c1c[nH]c2ccccc12)c1ccc2c(c1)OCCO2	15.5	3.5	-2.4	-12.9	2.7	2.2	-7.3	11.1	-0.9	8.2	-5.4
CCCCN1Cc2c(nc3cc(-c4ccccc4)[nH]n3c2=O)C1=O	-18.3	3.5	2.1	2.5	1.4	-0.5	-2.2	-81.1	1.0	17.6	-0.5
COc1ccc(Cl)cc1C(=O)NNC(=O)c1ccc(F)c(S(=O)(=O)N2CCOCC2)c1	-6.6	-1.6	3.0	-2.5	-0.8	-0.3	1.6	7.8	-0.2	.	-0.3
COc1ccc(-c2nn(-c3ccccc3F)cc2CNCCn2nc(C)cc2C)cc1	-6.5	0.4	-4.1	2.0	-0.5	1.1	0.7	.	0.1	28.0	-4.4
CN(C(=O)c1cccc(NC(=O)Cc2cccc(NC(=O)C3CCN(S(=O)(=O)c4cccc([N+](=O)[O-])c4)CC3)c2)c1)C1CC1	-11.2	-0.6	-2.4	.	-0.1	0.7	10.4	-5.9	-5.4	6.5	.
COc1ccc(NC(=O)CN(C)CC(=O)NC(=O)NC2CCCCC2)cc1	-15.3	3.7	-1.4	5.0	0.1	-0.9	-2.7	-9.1	-5.3	23.1	-3.3
COc1ccc(-c2cc3ccccc3oc2=O)cc1NC(=O)c1ccc([N+](=O)[O-])o1	-3.7	0.0	-0.8	219.3	-1.6	1.2	-8.7	1.1	-10.1	.	2.2
O=C1COCCOCCOCC(=O)NCCN1	10.4	1.7	0.6	-16.5	3.1	0.5	7.1	-4.2	-2.3	-18.4	4.0
COC(=O)[C@H](CCSC)NC(=O)Nc1ccc(OC)c(Cl)c1	-11.3	-0.4	4.0	145.7	-1.0	0.5	3.8	3.5	-7.4	1.8	-1.2
Cc1cccc(OCC(=O)O/N=C(\N)c2ccncc2)c1	-3.6	-4.0	6.1	6.1	-0.6	0.7	5.0	-9.3	-15.8	20.4	1.8
S=C(NCCc1cnc[nH]1)NC1CCCC1	0.8	-1.7	2.7	10.9	0.4	-0.2	-2.9	-2.7	3.1	16.2	1.9
COc1ccccc1N1CCN(S(=O)(=O)CCNC(=O)c2cc(=O)c3ccccc3o2)CC1	-11.3	-2.1	-2.9	6.5	0.4	-2.0	-7.5	3.9	4.0	-6.7	1.8
C[C@H](NS(=O)(=O)c1ccc2c(c1)OCCCO2)C(=O)N1CCN(Cc2ccc(C#N)cc2)CC1	0.2	-2.9	-3.7	0.3	0.8	-0.3	-3.4	15.7	-12.9	.	.
Cc1cccc(NC(=O)c2cc(C)nc3ccccc23)c1	-3.8	4.7	4.4	62.2	-0.8	2.7	5.1	-7.4	-7.5	8.4	2.8

# Screening data from PubChem BioAssay.

# Hits appear at their usual frequency. About 3.2% of those tested had a hit in this group.
